# BioA inh: inhibitors of Mycobacterium tuberculosis BioA enzyme; inhibition, % at 9.99 µM; 360,000 tested, 0.096% active; AID 602481; purified M. tuberculosis BioA enzyme, plate reader; in the data active = inhibition above about 40%
# Numbers without * were called inactive.
no.	SMILES	BioA inh
1	CNC[C@H]1OCCCC[C@@H](C)Oc2ccc(NC(=O)CCC(F)(F)F)cc2C(=O)N([C@H](C)CO)C[C@@H]1C	-1.5
2	COc1ccc(NC(=O)N(C)C[C@H]2OCCCC[C@H](C)Oc3ccc(NC(=O)c4ccccc4)cc3C(=O)N([C@@H](C)CO)C[C@@H]2C)cc1	1.0
3	Cc1ccccc1-c1ccc2c(c1)O[C@H](CN(C)Cc1ccc(C(=O)O)cc1)[C@H](C)CN([C@@H](C)CO)S2(=O)=O	1.2
4	C[C@H]1CN([C@@H](C)CO)C(=O)Cc2cc(NC(=O)CCC(F)(F)F)ccc2O[C@@H]1CN(C)Cc1ccc(C(=O)O)cc1	-0.7
5	C[C@@H]1C=C(C(=O)N2CCCCCCC2)O[C@H](OCc2ccc(CO)cc2)C1	-0.8
6	COc1ccc(NC(=O)N(C)C[C@@H]2Oc3ccc(NC(=O)Nc4ccc5c(c4)OCO5)cc3CC(=O)N([C@H](C)CO)C[C@H]2C)cc1	-2.6
7	C[C@@H]1CN([C@H](C)CO)C(=O)c2cccc(NS(=O)(=O)c3ccc(Cl)cc3)c2O[C@H]1CN(C)C(=O)Nc1ccc2c(c1)OCO2	-0.5
8	C[C@H]1CCCCO[C@@H](CN(C)CC2CCCCC2)[C@@H](C)CN([C@@H](C)CO)C(=O)c2cc(NC(=O)Nc3cccc4ccccc34)ccc2O1	-2.0
9	C[C@H]1CN([C@@H](C)CO)S(=O)(=O)c2ccc(-c3ccccc3)cc2O[C@@H]1CN(C)C(=O)CN(C)C	-2.4
10	CCCNC(=O)Nc1ccc2c(c1)OC[C@@H](C)N(C(C)=O)C[C@H](C)[C@H](OC)CN(C)C2=O	-3.9

# (listing goes on)
no.	SMILES	BioA inh
11	COc1ccccc1NC(=O)N1C[C@H](O)COC[C@@H]2O[C@@H](CC(=O)NCCc3ccccc3)CC[C@H]21	18
12	COc1ccc(CN(C)C[C@H]2Oc3ccc(NC(=O)Nc4ccc(C(F)(F)F)cc4)cc3CC(=O)N([C@@H](C)CO)C[C@@H]2C)cc1	-2.4
13	COc1ccc(-c2cn(CC[C@@H]3CC[C@@H](NC(=O)CCN4CCCCC4)[C@H](CO)O3)nn2)cc1	2.6
14	C[C@H]1CN([C@@H](C)CO)C(=O)c2cc(NC(=O)Cn3cnnn3)ccc2O[C@H]1CN(C)S(=O)(=O)c1cccs1	10
15	CO[C@@H]1CN(C)C(=O)c2ccc(NS(=O)(=O)c3ccc(C)cc3)cc2OC[C@H](C)N(Cc2nccs2)C[C@@H]1C	-1.4
16	CN(Cc1ccccc1)CC1CC(c2ccccc2)OC(c2ccc(NC(=O)CCCCCCC(=O)O)cc2)O1 (stereo not given)	4.7
17	CCNC(=O)C[C@H]1CC[C@@H]2[C@@H](COc3ccc(NC(=O)c4ccccc4)cc3C(=O)N2C)O1	0.4
18	C[C@H]1CN([C@@H](C)CO)S(=O)(=O)c2ccc(C3=CCCCC3)cc2O[C@H]1CN(C)C(=O)CC1CC1	3.4
19	O=C(C[C@H]1C[C@@H]2c3cc(NC(=O)CC4CC4)ccc3O[C@@H]2[C@H](CO)O1)NCc1ccccc1	-0.9
20	C[C@H]1CN([C@@H](C)CO)C(=O)Cc2cc(NC(=O)C3CC3)ccc2O[C@H]1CN(C)C(=O)Nc1cccc2ccccc12	-1.2

# New compounds follow:
no.	SMILES	BioA inh
21	C[C@H](CO)N1C[C@H](C)[C@H](CN(C)Cc2cccc(F)c2)Oc2ncc(C#CCc3ccccc3)cc2C1=O	0.7
22	O=C(C[C@H]1C=C[C@@H](NC(=O)Nc2ccccc2F)[C@H](CO)O1)NCc1ccc(F)cc1	-2.1
23	Cc1ccc(S(=O)(=O)NCC[C@@H]2CC[C@H](NC(=O)Nc3ccccc3F)[C@@H](CO)O2)cc1	1.8
24	C[C@@H]1CN([C@@H](C)CO)C(=O)c2cc(C#CCc3ccccc3)cnc2O[C@H]1CN(C)CC1CCOCC1	1.2
25	COc1ccc(NC(=O)N(C)C[C@H]2Oc3c(NS(=O)(=O)c4ccc(C)cc4)cccc3C(=O)N([C@H](C)CO)C[C@@H]2C)cc1	-1.3
26	COc1ccc(S(=O)(=O)N(C)C[C@@H]2Oc3ccc(NC(=O)Nc4ccccc4)cc3C(=O)N([C@@H](C)CO)C[C@H]2C)cc1	7.2
27	C[C@H]1CN([C@@H](C)CO)S(=O)(=O)c2ccc(C#Cc3ccccc3F)cc2O[C@@H]1CN(C)C	-1.3
28	C[C@@H]1CN([C@H](C)CO)C(=O)c2cc(NC(=O)c3ccccc3)ccc2O[C@@H](C)CCCCO[C@@H]1CN(C)Cc1ccccc1	-0.1
29	O=C(C[C@H]1C[C@@H]2c3cc(NC(=O)Nc4ccccc4)ccc3O[C@@H]2[C@H](CO)O1)NCc1ccccn1	-2.8
30	C[C@H]1CN([C@@H](C)CO)S(=O)(=O)c2ccc(-c3cccnc3)cc2O[C@@H]1CN(C)C(=O)C1CCC1	0.4

# Next results
no.	SMILES	BioA inh
31	COC(=O)C[C@H]1C=C[C@H](NS(=O)(=O)c2ccccc2F)[C@@H](CO)O1	1.2
32	C[C@H]1CN([C@@H](C)CO)C(=O)c2cc(-c3ccc(C#N)cc3)cnc2O[C@@H]1CN(C)C(=O)Nc1ccc(C(F)(F)F)cc1	0.0
33	COCC#Cc1ccc2c(c1)O[C@@H](CN(C)C(=O)NC(C)C)[C@@H](C)CN([C@@H](C)CO)S2(=O)=O	-1.7
34	COC(=O)C[C@H]1CC[C@@H]2[C@H](COc3ccc(NC(=O)Nc4ccc(C#N)cc4)cc3C(=O)N2C)O1	-3.0
35	C[C@@H]1CN([C@@H](C)CO)C(=O)c2cc(NC(=O)Nc3ccc(F)cc3)ccc2O[C@@H]1CN(C)C(=O)Nc1cccc2ccccc12	-0.6
36	NCC[C@H]1CC[C@@H](NC(=O)C2CCCCC2)[C@@H](CO)O1	2.9
37	C[C@H](CO)N1C[C@H](C)[C@@H](CN(C)Cc2ccc(Oc3ccccc3)cc2)Oc2ccc(NC(=O)CCC(F)(F)F)cc2C1=O	-0.9
38	O=C(C[C@@H]1CC[C@H]2[C@@H](COC[C@H](O)CN2S(=O)(=O)c2ccc(Cl)cc2)O1)NCc1ccc(Cl)c(Cl)c1	-3.7
39	C[C@H](CO)N1C[C@H](C)[C@@H](CN(C)C(=O)c2cnccn2)Oc2cc(C#CC3CC3)ccc2S1(=O)=O	0.2
40	Cc1ccc(S(=O)(=O)Nc2ccc3c(c2)C(=O)N([C@H](C)CO)C[C@@H](C)[C@@H](CN(C)S(=O)(=O)c2ccc(F)cc2)OCCCC[C@@H](C)O3)cc1	-2.6

# Next section:
no.	SMILES	BioA inh
41	CC(C)C#Cc1cnc2c(c1)C(=O)N([C@@H](C)CO)C[C@@H](C)[C@H](CN(C)C(=O)Nc1ccccc1F)O2	1.6
42	O=C(C[C@@H]1CC[C@H](NC(=O)C2CC2)[C@@H](CO)O1)NCCCN1CCOCC1	-0.8
43	COc1ccc(NC(=O)N2C[C@H](O)COC[C@@H]3O[C@H](CC(=O)NC4Cc5ccccc5C4)CC[C@H]32)cc1	2.0
44	COCC(=O)N(C)C[C@H]1Oc2ncc(-c3cccc(OC)c3)cc2C(=O)N([C@H](C)CO)C[C@H]1C	-1.8
45	C[C@H]1CN([C@@H](C)CO)C(=O)Cc2cc(N(C)C)ccc2O[C@H]1CN(C)Cc1ccncc1	-0.5
46	C[C@H]1CCCCO[C@@H](CN(C)Cc2ccc(C(=O)O)cc2)[C@@H](C)CN([C@@H](C)CO)C(=O)c2cc(NS(=O)(=O)c3cn(C)cn3)ccc2O1	-2.7
47	C[C@H]1CN([C@@H](C)CO)C(=O)Cc2cc(NC(=O)Nc3cccc4ccccc34)ccc2O[C@H]1CN(C)Cc1ccncc1	-1.3
48	C[C@H]1CN([C@@H](C)CO)S(=O)(=O)c2ccc(-c3cccnc3)cc2O[C@@H]1CN(C)CC1CCOCC1	-2.3
49	C[C@H](CO)N1C[C@H](C)[C@@H](CN(C)Cc2cccc(F)c2)Oc2ncc(-c3ccccc3F)cc2C1=O	3.3
50	CCS(=O)(=O)Nc1ccc2c(c1)C(=O)N(C)C[C@@H](OC)[C@H](C)CN(C(=O)COC)[C@@H](C)CO2	-2.6

# (list continues)
no.	SMILES	BioA inh
51	C[C@@H]1CCCCO[C@H](CN(C)C(=O)Nc2ccc(C(F)(F)F)cc2)[C@@H](C)CN([C@H](C)CO)C(=O)c2cc(NC(=O)CCC(F)(F)F)ccc2O1	-0.8
52	CC(=O)NC[C@H]1[C@@H](c2ccc(-c3cccc(F)c3)cc2)[C@@H](CO)N1C(C)=O	5.6
53	C[C@H](CO)N1C[C@H](C)[C@H](CN(C)C(=O)C2CCOCC2)Oc2cc(-c3ccc(C(=O)N(C)C)cc3)ccc2S1(=O)=O	4.1
54	CO[C@H]1CN(C)C(=O)c2cc(NS(C)(=O)=O)ccc2OC[C@@H](C)N(CC2CC2)C[C@H]1C	-1.1
55	O=C(C[C@@H]1CC[C@@H]2[C@H](COC[C@@H](O)CN2Cc2ccccc2)O1)N1CCOCC1	-1.5
56	Cc1cccc(S(=O)(=O)N(C)C[C@@H]2OCc3ccccc3-c3c(n(C)c4ccccc34)C(=O)N([C@@H](C)CO)C[C@@H]2C)c1	-0.5
57	O=C(C[C@@H]1CC[C@H](NC(=O)c2ccccn2)[C@@H](CO)O1)NCc1cc(F)cc(F)c1	0.1
58	CCCNC(=O)Nc1ccc2c(c1)OC[C@H](C)N(Cc1ccncc1)C[C@@H](C)[C@H](OC)CN(C)C2=O	-1.5
59	C[C@@H](NC(=O)C[C@@H]1C[C@H]2c3cc(NC(=O)CN(C)C)ccc3O[C@H]2[C@@H](CO)O1)c1ccccc1	0.4
60	CC(C)NC(=O)N(C)C[C@H]1OCCCC[C@H](C)Oc2ccc(NC(=O)C3CCCCC3)cc2C(=O)N([C@H](C)CO)C[C@H]1C	3.0

# A run of entries taken from the entries so far, for reference:
no.	SMILES	BioA inh
49	C[C@H](CO)N1C[C@H](C)[C@@H](CN(C)Cc2cccc(F)c2)Oc2ncc(-c3ccccc3F)cc2C1=O	3.3
50	CCS(=O)(=O)Nc1ccc2c(c1)C(=O)N(C)C[C@@H](OC)[C@H](C)CN(C(=O)COC)[C@@H](C)CO2	-2.6
51	C[C@@H]1CCCCO[C@H](CN(C)C(=O)Nc2ccc(C(F)(F)F)cc2)[C@@H](C)CN([C@H](C)CO)C(=O)c2cc(NC(=O)CCC(F)(F)F)ccc2O1	-0.8
52	CC(=O)NC[C@H]1[C@@H](c2ccc(-c3cccc(F)c3)cc2)[C@@H](CO)N1C(C)=O	5.6
53	C[C@H](CO)N1C[C@H](C)[C@H](CN(C)C(=O)C2CCOCC2)Oc2cc(-c3ccc(C(=O)N(C)C)cc3)ccc2S1(=O)=O	4.1
54	CO[C@H]1CN(C)C(=O)c2cc(NS(C)(=O)=O)ccc2OC[C@@H](C)N(CC2CC2)C[C@H]1C	-1.1
55	O=C(C[C@@H]1CC[C@@H]2[C@H](COC[C@@H](O)CN2Cc2ccccc2)O1)N1CCOCC1	-1.5
56	Cc1cccc(S(=O)(=O)N(C)C[C@@H]2OCc3ccccc3-c3c(n(C)c4ccccc34)C(=O)N([C@@H](C)CO)C[C@@H]2C)c1	-0.5
57	O=C(C[C@@H]1CC[C@H](NC(=O)c2ccccn2)[C@@H](CO)O1)NCc1cc(F)cc(F)c1	0.1

# Later entries:
no.	SMILES	BioA inh
61	CC(C)(O)C#Cc1ccc([C@@H]2[C@H]3CN(C(=O)c4cccc(F)c4)CCCCN3[C@H]2CO)cc1	0.9
62	CN(C)c1ccc2c(c1)[C@@H]1C[C@@H](CC(=O)NCc3ccc(Oc4ccccc4)cc3)O[C@@H](CO)[C@@H]1O2	0.1
63	Cc1ccccc1NC(=O)Nc1ccc2c(c1)C(=O)N(C)[C@@H]1CC[C@@H](CC(=O)NCC3CC3)O[C@H]1CO2	-1.4
64	CO[C@@H]1CN(C)C(=O)c2cc(NS(=O)(=O)c3ccccc3)ccc2OC[C@@H](C)N(Cc2ccccn2)C[C@H]1C	0.5
65	CO[C@H](CN(C)S(=O)(=O)c1cn(C)cn1)[C@H](C)CN(C(=O)Nc1ccc(F)cc1)[C@H](C)CO	-0.4
66	COc1cccc(-c2cnc3c(c2)C(=O)N([C@@H](C)CO)C[C@@H](C)[C@@H](CN(C)C(=O)CN(C)C)O3)c1	-0.3
67	C[C@@H]1CN([C@@H](C)CO)C(=O)Cc2cc(NC(=O)Cn3cnnn3)ccc2O[C@H]1CN(C)S(C)(=O)=O	-0.6
68	CC(=O)N(C)C[C@@H]1Oc2cc(-c3ccccc3F)ccc2S(=O)(=O)N([C@@H](C)CO)C[C@H]1C	2.5
69	CNC[C@H]1Oc2ncc(-c3cccc(C(=O)N(C)C)c3)cc2C(=O)N([C@@H](C)CO)C[C@H]1C	-0.6
70	C[C@H](CO)N1C[C@H](C)[C@H](CN(C)C(=O)Nc2ccccc2)OCCCC[C@H](C)Oc2ccc(NC(=O)Nc3ccc(F)cc3)cc2C1=O	-0.2

# Additional compounds follow.
no.	SMILES	BioA inh
71	COc1ccc(S(=O)(=O)N2CCCCN3[C@H](CO)[C@H](c4ccc(C#CC5CC5)cc4)[C@H]3C2)cc1	5.4
72	COc1ccc(S(=O)(=O)Nc2ccc3c(c2)C(=O)N([C@@H](C)CO)C[C@@H](C)[C@H](CN(C)Cc2ccc(C(F)(F)F)cc2)OCCCC[C@@H](C)O3)cc1	-1.0
73	C[C@H](O)C#Cc1cnc2c(c1)C(=O)N([C@H](C)CO)C[C@@H](C)[C@H](CN(C)CC1CCCCC1)O2	1.4
74	COCC(=O)N1C[C@@H]2[C@H](c3ccccc31)[C@@H](CO)N2Cc1cc(F)ccc1F	-0.9
75	O=S(=O)(c1cccs1)N1CCCCN2[C@H](CO)[C@H](c3ccc(C4=CCCCC4)cc3)[C@@H]2C1	-0.8
76	C[C@@H]1CN([C@@H](C)CO)S(=O)(=O)c2ccc(C#Cc3cccnc3)cc2O[C@@H]1CN(C)C(=O)CN(C)C	-7.7
77	Cc1ccc(S(=O)(=O)N(C)C[C@H]2Oc3ccc(NC(=O)NC4CCCCC4)cc3C(=O)N([C@H](C)CO)C[C@H]2C)cc1	0.0
78	COC(=O)C[C@H]1CC[C@@H]2[C@H](COc3ccc(NS(=O)(=O)c4ccc(F)cc4)cc3C(=O)N2C)O1	0.3
79	CCCN1[C@@H]2c3cccc(=O)n3C[C@@H]2[C@@H](CO)[C@@H]1C(=O)N1CCCCC1	-2.1
80	C[C@@H]1CN([C@H](C)CO)C(=O)c2cc(NC(=O)c3ccncc3)ccc2O[C@@H](C)CCCCO[C@@H]1CN(C)Cc1ccncc1	0.4

# Source: PubChem BioAssay

# An excerpt; the hit share may differ from the screen's.
